# EBV gp42 block – inhibitors of Epstein-Barr virus glycoprotein 42. Q1HVG2. inhibition, % (tested at 21.74 µM). Fluorescence polarization binding assay, mP read-out. 0.42% of 220,000 active; in the data active = inhibition above about 50%
# Target sequence (Q1HVG2 whole entry, looked up): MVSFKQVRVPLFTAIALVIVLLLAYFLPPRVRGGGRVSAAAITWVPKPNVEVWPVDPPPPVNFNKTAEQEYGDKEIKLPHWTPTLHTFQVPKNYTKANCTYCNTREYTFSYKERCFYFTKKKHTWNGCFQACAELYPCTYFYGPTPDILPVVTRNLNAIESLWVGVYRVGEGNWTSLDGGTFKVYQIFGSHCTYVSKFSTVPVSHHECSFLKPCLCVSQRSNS
# TNF necrop inh – TNF-alpha cell death inhibition in Jurkat FADD-/- cells. activation (protection from cell death), % at 10 µM. Jurkat FADD-/- TNF necroptosis rescue, ATP luminescence, 24 h; 0 = TNF only, 100 = no-TNF cells. 0.068% of 220,000 active. AID 463075;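 active = activation, meaning protection from cell death, of at least 50% relative to plate controls; inactive = activation below 50%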;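 note: necroptosis triggered by 40 ng/mL TNF-alpha added together with compound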
# TRPML3 ag – agonists of human TRPML3 channel | Q8TDD5 | HEK293 TRPML3-YFP, Fluo-8 calcium fluorescence; 100% = the carbachol control signal | activation, % at 3 µM | 0.29% of 220,000 active | AID 1448;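 active = activation above its plate's cutoff, the mean activation of the plate's test wells plus 3 SD, cut at about 12% in these data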;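 note: 0% = DMSO only wells and 100% = carbachol wells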
#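 system = HEK293 cells stably carrying human TRPML3-YFP | doses = one concentration, 3 µM nominal, 0.3% DMSO | timing = dye loading 1 h 37 °C then 30 min ambient, 125 s read | detection = Fluo-8 calcium dye fluorescence, ex 470-495, em 515-575 nm | benchmarks = high control carbachol 87 µM, low control DMSO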
# zfTRPN1 agonist – activates the zebrafish TRPN1 channel | HEK293 zebrafish TRPN1-YFP, Fluo-8 calcium fluorescence; 100% = response to 87 µM carbachol | activation, % at 3 µM | 0.18% of 220,000 active;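 active = activation above its plate's cutoff, the mean activation of test wells on that plate plus 3 SD, cut at about 19% in these data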;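 note: 0% = DMSO alone and 100% = 87 µM carbachol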
#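 Material: zebrafish TRPN1-YFP in HEK293 cells. Doses: one dose of 3 µM, 0.3% DMSO. Incubation: dye 1 h 37 °C plus 30 min RT. Measured by: intracellular calcium fluorescence with Fluo-8.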
# PPC-1+TRAIL kill – PPC-1 cancer cell killing with TRAIL present; PPC-1 cells + TRAIL, ATPLite viability luminescence; 0.41% of 220,000 active; cell killing (% activity), % at 4 µM;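 active = cell killing above 50% in the first pass at 4 µM, then a duplicate retest at 5 µM averaging 50% or more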;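 note: plate controls were cells with TRAIL plus DMSO for no effect and medium-only wells lacking cells for full effect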
# Runt-SMMHC FRET – inhibitors of human RUNX1 Runt domain binding to CBFb-SMMHC. Q01196+Q13951. 0.74% of 220,000 active. inhibition, % at 20 µM. AID 1434. Cerulean-Runt/Venus-CBFb-SMMHC FRET ratio 530/480, 1 h;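 active = mean inhibition across duplicate retests at 20 µM reaching about 50%, limit read from the data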;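 note: 0% = DMSO wells and 100% = wells with excess untagged CBFb-SMMHC; inhibitors lower the FRET ratio by blocking Runt binding to CBFb-SMMHC; some results filed as inactive read as strong as hits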
# p47phox inh – inhibitors of human p47phox binding; P14598; p47phox/p22phox peptide binding, fluorescence polarization, 2 h; inhibition, % at 24.7 µM; 0.53% of 220,000 active;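 active = inhibition above about 30%, limit read from the data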;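 note: 0% = p47phox with labelled peptide and 100% = labelled peptide alone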
# CHOP inhibitor – CHOP inhibition in unfolded protein response; inhibition, % at 10 µM; AID 2732; CHO-K1 CHOP-promoter luciferase, tunicamycin-induced, 15-18 h; 3.8% of 220,000 active;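 active = compounds that reduced the stress-induced luciferase reporter signal by more than about 70% of percent inhibition, limit read from the data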;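 note: 0% = tunicamycin plus vehicle and 100% = wells without tunicamycin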
# Mdm2 ligase inh – blocks human Mdm2 ubiquitin ligase activity | 0.11% of 210,000 active | AID 1230 | Q00987 | signal enhancement, % at 5 µM | cell-based MDM2 ubiquitination luciferase reporter, 2 h; 0 = plate control, 100 = twice control, blank-subtracted;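 active = signal enhancement of 30% or more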;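 note: luminescence tracks abundance of the self-degrading MDM2-luciferase fusion protein; higher signal means inhibition of MDM2 E3 ligase activity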
# Target sequence (Q00987 whole entry, looked up, the tested form may be a part): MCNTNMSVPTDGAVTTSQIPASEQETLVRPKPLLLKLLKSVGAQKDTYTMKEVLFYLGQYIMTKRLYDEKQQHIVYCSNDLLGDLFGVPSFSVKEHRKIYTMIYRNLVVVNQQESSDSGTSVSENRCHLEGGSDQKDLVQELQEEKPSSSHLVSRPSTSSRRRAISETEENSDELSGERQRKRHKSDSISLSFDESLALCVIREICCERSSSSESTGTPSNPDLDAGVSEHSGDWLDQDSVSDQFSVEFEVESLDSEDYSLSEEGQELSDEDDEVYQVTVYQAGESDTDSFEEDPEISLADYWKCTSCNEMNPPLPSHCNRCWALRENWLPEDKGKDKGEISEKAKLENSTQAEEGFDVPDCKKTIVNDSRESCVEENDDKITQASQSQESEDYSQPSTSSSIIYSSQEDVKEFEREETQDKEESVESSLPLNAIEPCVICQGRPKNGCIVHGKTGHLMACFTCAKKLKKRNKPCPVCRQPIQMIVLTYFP
#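 test system = mammalian cells stably expressing self-ubiquitinating, self-degrading MDM2 E3–luciferase fusion | quantity = 2000 cells/well | incubation = cell settling 4 h, compound treatment 2 h, both 37 °C | signal = luminescence with SteadyLite reagent, 15 min at room temperature | evaluation = % enhancement relative to plate controls after blank subtraction | benchmarks = plate controls and plate blanks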
# Numbers without * were called inactive; nt = no result given; & = joins results of further samples; [ ] = another dose, or the depositor's remark.
SMILES,EBV gp42 block,TNF necrop inh,TRPML3 ag,zfTRPN1 agonist,PPC-1+TRAIL kill,Runt-SMMHC FRET,p47phox inh,CHOP inhibitor,Mdm2 ligase inh
COc1ccc(C2(O)CCN(C(=O)c3c(F)cccc3F)CC2)cc1,4,0.3,-0.4,0.7,7,0,-2,28,-10
CCOC(=O)N1CCN(C(=S)Nc2ccccc2C(C)C)CC1,3,0.6,0.8,0.5,13,2,5,-2,-20
Cc1ccc(NC(=O)Nc2cc(S(=O)(=O)N(C)C)ccc2C)cc1,-4,0.1,0.6,-0.5,15,1,-8,34,-3
CCOC(=O)c1c(C)[nH]c(C(=O)COC(=O)COc2ccccc2C)c1C,-15,0.8,0.3,0.3,14,-1,2,27,0
CCOC(=O)c1cc(-c2ccccc2)nn1CCC#N,1,0.0,0.1,-0.3,24,-5,2,17,-42
O=C(Nc1ccc(N2CCOCC2)c2nonc12)C1CCCC1,-12,-0.5,0.1,0.6,-4,5,-8,45,-22
Cc1ccc(/C(=C\CN2CCCC2)c2ccccn2)cc1,-4,3.3,nt,nt,-13,-5,-10,-1&20,3
Cc1nc2nc[nH]n2c(=O)c1NS(C)(=O)=O,6,0.4,0.9,0.7,-2,4,-8,4,0
NC(=O)NN=C1C2CCCC1C(c1ccccc1)NC2c1ccccc1 (centres undefined),-6,-0.4,-0.2,-0.8,-27,0,-8,16,-17
CCC(=O)N1c2ccccc2[C@@H](N(C(C)=O)c2ccccc2)C[C@H]1C,-9,-7.8,-0.3,2.0,19,0,-3,-17,-12
CCOc1ccccc1OCC(=O)N/N=C(\C)Cc1ccc(OC)cc1,-21,-1.6,-0.2,0.0,-25,1,-6,-12,-4
CCN(CC)C(=O)CSc1ccccc1N,10,1.6,0.3,0.4,-3,0,-2,-14,-11
COc1ccc(/C=N/Nc2nc3ccccc3c(=O)[nH]2)cc1,-19,15,0.5,0.5,40,36,-13,-60,0
O=C(c1ccc2c(c1)OCO2)C1CCCN(C(=O)Nc2ccc(F)cc2F)C1 (centres undefined),-17,1.8,1.0,-0.6,-2,2,2,2,6
CC(C)[C@H](NS(=O)(=O)c1ccccc1)C(=O)OCn1nnc2ccccc2c1=O,-12,-0.3,1.5,1.0,5,2,-9,35,-6
CC(=O)Oc1ccc(C(=O)Nc2cc(C)ccc2NC(=O)COc2ccccc2)cc1,-2,-0.8,0.1,1.4,1,-3,-10,52,-6
O=C(Cn1cc(SCc2ccc(F)cc2)c2ccccc21)N1CCOCC1,-30,2.6,0.7,0.3,2,-6,-4,-3,-9
CCN(CC)S(=O)(=O)c1ccc(NN=C2CCN(C(C)C)CC2)c([N+](=O)[O-])c1,-1,-1.0,0.9,0.7,10,-1,-1,-2,-11
O=C(COC(=O)c1ccc(Cl)cc1O)NC(=O)C1CCCCC1,-6,-0.6,0.2,-0.8,6,3,-2,50,-15
CCN1C(=O)/C(=C/C=C2\C=CN(CC)c3ccccc32)SC1=S,-7,-11,1.4,-1.2,-2,15,-13,38,-5
CC(=O)NC1=NN(c2ccccc2)C(=O)C1,0,-2.3,0.1,2.6,8,-2,0,2,-16
CCCc1nc2ccccc2c(=O)n1-c1ccc(C(=O)OCC)cc1,-4,-0.3,0.7,1.4,nt,nt,6,16,-5
CCOC(=O)c1ccc(N2Cc3ccccc3C2=NC(=O)c2ccncc2)cc1,-1,-0.1,0.8,0.9,9,0,-16,-33,-10
O=C(NCCc1ccccc1)c1c(F)cccc1F,-8,-0.5,1.2,1.0,13,-5,-3,-19,-9
CC(C)(C)NCc1cc(Br)ccc1OCc1cccs1,-20,3.5,0.7,0.9,11,0,-5,-11,-5
CC(c1nccs1)N(C)C(=O)CCc1nnc(CCc2ccccc2)o1 (centres undefined),-5,0.9,0.2,-0.2,-18,0,4,5,2
COc1ccc(/C=N/Nc2nncc3ccccc23)cc1,1,-11,0.2,0.9,95*[5 µM],2,0,64,-74
CCOc1ccc(/C=N/n2c(C)nnc2C)cc1OC,-9,-0.1,0.0,-0.2,2,2,4,16,1
CCC(C)[C@H](NC(=O)N1CCCC1)C(=O)O (some centres undefined),-16,-2.8,0.4,1.5,0,3,-9,30,-7
O=C(O)CCNS(=O)(=O)c1cccc(Br)c1,-4,1.6,0.5,2.2,8,2,-5,1,nt
N#C/C(=C\C1=C(N2CCOCC2)C(=C\c2ccc(Cl)cc2)/CC1)C(=O)Nc1ccccc1F,124*,-8.8,0.5,3.4,13,-7,-254,34,-1
O=C(CC1(O)C(=O)c2ccccc2C1=O)c1ccccc1,9,-2.5,-0.3,-0.8,8,-7,0,-6,-9
COC(=O)[C@@H]1C[C@@]2(O)[C@H](O)[C@H](O)[C@H](O)C[C@H]2N1Cc1ccc(C)s1,-15,1.1,nt,nt,12,3,-22,2,13
CC1CCCN(S(=O)(=O)c2ccc3c(c2)n(C)c(=O)c(=O)n3C)C1 (centres undefined),-13,0.9,-0.8,-1.4,10,-6,-6,5,-14
COc1cnn(-c2ccc(C)cc2)c(=O)c1SCc1ccccc1,2,-2.1,-1.8,0.5,4,4,-3,-20,-12
O=C(COC(=O)c1ccco1)Nc1ccc(Br)cc1,-12,0.1,-0.1,-0.9,8,2,-11,13,-6
Cc1sc2ncnc(NCCCN3CCCC3=O)c2c1C,-10,0.0,1.1,1.1,8,0,-3,3,-18
Cc1cc(C)c(S(=O)(=O)N2CCCOC2CNC(=O)C(=O)NCCCn2ccnc2)c(C)c1 (centres undefined),-13,-0.2,0.6,1.3,21,6,-9,36,0
CCc1ccc(CN2CCCC(CCC(=O)N3CCN(c4ccccn4)CC3)C2)o1 (centres undefined),-12,6.1,0.7,0.2,4,-37,-15,27,-78
COc1ccc(NC(=O)C(c2ccc(OC)cc2)N(C)C(=O)CC2NC(=O)NC2=O)cc1 (centres undefined),-2,0.3,1.1,0.0,3,2,-26,11,0
O=C(CCc1ccccc1)Nc1c(F)c(F)c(F)c(F)c1F,-14,1.2,-1.3,-1.4,0,-1,-19,18,-9
CCN1CCN(c2cc(C(C)(C)C)nc3c(-c4ccccc4)c(C)nn23)CC1,13,3.1,0.8,0.2,22,-3,-20,63,-23
Cc1cc(S(=O)(=O)Nc2ccc(N(C)C)cc2)c(C)s1,-13,-1.8,-0.7,-1.6,10,6,-18,29,9
O=C(COC(=O)c1c2c(nc3ccccc13)/C(=C\c1cccs1)CCC2)Nc1ccccc1Cl,-37,1.3,0.5,-1.6,26,-15,-39,27,-6
Nc1nnc(SCC(=O)Nc2sc3c(c2C(=O)c2ccccc2)CCCC3)s1,-12,-0.4,0.0,-1.3,5,-2,-41,26,1

# The list goes on, overlapping the part above by six compounds.
SMILES,EBV gp42 block,TNF necrop inh,TRPML3 ag,zfTRPN1 agonist,PPC-1+TRAIL kill,Runt-SMMHC FRET,p47phox inh,CHOP inhibitor,Mdm2 ligase inh
COc1ccc(NC(=O)C(c2ccc(OC)cc2)N(C)C(=O)CC2NC(=O)NC2=O)cc1 (centres undefined),-2,0.3,1.1,0.0,3,2,-26,11,0
O=C(CCc1ccccc1)Nc1c(F)c(F)c(F)c(F)c1F,-14,1.2,-1.3,-1.4,0,-1,-19,18,-9
CCN1CCN(c2cc(C(C)(C)C)nc3c(-c4ccccc4)c(C)nn23)CC1,13,3.1,0.8,0.2,22,-3,-20,63,-23
Cc1cc(S(=O)(=O)Nc2ccc(N(C)C)cc2)c(C)s1,-13,-1.8,-0.7,-1.6,10,6,-18,29,9
O=C(COC(=O)c1c2c(nc3ccccc13)/C(=C\c1cccs1)CCC2)Nc1ccccc1Cl,-37,1.3,0.5,-1.6,26,-15,-39,27,-6
Nc1nnc(SCC(=O)Nc2sc3c(c2C(=O)c2ccccc2)CCCC3)s1,-12,-0.4,0.0,-1.3,5,-2,-41,26,1
CC1Cc2ccccc2N1C(=O)COC(=O)CNC(=O)c1ccc(Br)o1 (centres undefined),-1,-1.7,0.1,-1.0,12,0,-16,3,-12
O=C(NCCc1ccc(Cl)cc1)C1CCN(c2cnccn2)CC1,-18,0.5,0.5,0.9,-3,-35,-5,31,-21
Nc1cc(-c2cccc(F)c2)nn1S(=O)(=O)c1cccc2nsnc12,-24,0.9,-0.2,-2.4,-8,1,-3,5,-4
COc1ccc(Cn2c(C)nnc2-c2cnn(C)c2N)cc1,-3,0.0,0.0,-0.1,-2,3,3,18,1
COC(=O)c1cccc(NC(=O)CSc2ncn[nH]2)c1,-6,-1.1,0.7,0.3,0,-1,3,13,-19
O=C(N/N=C\c1ccc(Cl)cc1Cl)c1sccc1-n1cccc1,-10,-2.9,-0.8,-0.8,18,1,-5,65,-12
COCCCNC(=O)c1ccccc1NS(=O)(=O)c1ccc(C)cc1,-21,-1.3,0.5,0.6,-6,0,-1,-13,-32
CCNC(=O)c1ccc(-n2nc(C)cc2-c2ccccc2)cc1,-1,-5.8,0.2,-0.4,-3,-1,-8,7,-9
Cc1oc(-c2ccoc2)nc1CN(CC1CCC(=O)N1)C(C)C (centres undefined),-5,0.0,0.1,0.0,-5,6,-6,7,3
O=C(c1ccccn1)N(Cc1ccco1)C1(C(=O)NC2CCCC2)CCCCC1,-38,-0.8,0.9,-0.3,8,-7,-1,-34,-18
Cn1cccc1Cc1nnc(SCC(=O)Nc2ccccc2)n1-c1ccc(F)cc1,-6,3.7,0.0,0.0,24,2,-15,28,-14
Cc1cc(C)nc(/N=C(\N)Nc2ccc(C(C)C)cc2)n1,-6,-14,4.8,12,35,-3,2,30,-15
COc1cccc(-n2nc(C(=O)O)c3ccccc3c2=O)c1,-20,2.2,0.0,-0.5,6,34,-6,-20,-1
Cc1occc1-c1nnc(SCC(=O)N2CCN(c3ccc(F)cc3)CC2)n1C,-14,-1.5,3.6,5.4,1,3,-11,4,-17
O=C(Nc1ccccc1N1CCCC1)c1cc(Cl)ccc1Cl,-8,-0.7,-1.0,-2.7,-7,-1,-17,-15,-9
Cc1ccc(NCCCCO)cc1C,-22,0.2,-0.5,0.5,26,4,3,-3,-2

# Arranged by number of heavy atoms (largest number first): three of the compounds above
SMILES,EBV gp42 block,TNF necrop inh,TRPML3 ag,zfTRPN1 agonist,PPC-1+TRAIL kill,Runt-SMMHC FRET,p47phox inh,CHOP inhibitor,Mdm2 ligase inh
O=C(NCCc1ccc(Cl)cc1)C1CCN(c2cnccn2)CC1,-18,0.5,0.5,0.9,-3,-35,-5,31,-21
Cc1oc(-c2ccoc2)nc1CN(CC1CCC(=O)N1)C(C)C (centres undefined),-5,0.0,0.1,0.0,-5,6,-6,7,3
COC(=O)c1cccc(NC(=O)CSc2ncn[nH]2)c1,-6,-1.1,0.7,0.3,0,-1,3,13,-19
